Screening results from PubChem.
USP1 inh: blocks the human USP1/UAF1 deubiquitinase complex; O94782; recombinant USP1/UAF1, Ub-Rhodamine cleavage fluorescence; Potency, µM (highest dose often 57.1 µM), without a hit: at the highest dose activity change, negative = inhibition, actives largely listed as inhibitors; 390,000 compounds, 0.23% hits; AID 743255; further: potency means the concentration at half of the fitted maximal effect; on the % scale 0 is the no-effect control and ±100 the full control effect; nearly all actives have a fitted effect of over 60% in size; inactives centre near -12
Target sequence (O94782 whole entry, looked up): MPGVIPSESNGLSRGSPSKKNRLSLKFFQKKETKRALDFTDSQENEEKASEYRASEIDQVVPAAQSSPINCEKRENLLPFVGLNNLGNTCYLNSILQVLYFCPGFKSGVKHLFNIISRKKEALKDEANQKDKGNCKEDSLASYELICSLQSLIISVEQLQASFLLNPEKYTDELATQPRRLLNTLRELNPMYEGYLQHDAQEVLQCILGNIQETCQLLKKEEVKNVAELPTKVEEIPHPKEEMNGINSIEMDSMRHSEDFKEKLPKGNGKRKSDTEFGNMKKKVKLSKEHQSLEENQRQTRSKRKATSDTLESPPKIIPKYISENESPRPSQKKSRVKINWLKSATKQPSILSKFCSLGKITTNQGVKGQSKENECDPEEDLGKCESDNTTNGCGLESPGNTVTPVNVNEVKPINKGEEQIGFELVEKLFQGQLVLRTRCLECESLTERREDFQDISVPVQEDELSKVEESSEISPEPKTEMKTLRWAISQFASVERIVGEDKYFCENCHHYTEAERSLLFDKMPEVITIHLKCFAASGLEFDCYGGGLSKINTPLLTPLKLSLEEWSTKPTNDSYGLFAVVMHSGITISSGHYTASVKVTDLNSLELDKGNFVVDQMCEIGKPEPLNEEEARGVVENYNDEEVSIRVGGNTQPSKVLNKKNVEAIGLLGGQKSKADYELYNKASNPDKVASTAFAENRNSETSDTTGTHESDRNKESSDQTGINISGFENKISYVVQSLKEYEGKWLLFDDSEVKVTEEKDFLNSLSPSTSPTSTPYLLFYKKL
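Step one: compound is pinned into 1nM USP1/UAF1 in HEPES pH 7.8 buffer with TCEP. Step two: 15 min room-temperature incubation. Step three: Ub-Rho (150nM final) starts cleavage, tracked by fluorescence over six one-minute reads.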
rTrxR1 inhibitor: blocks rat thioredoxin reductase 1; AID 588453; 390,000 compounds, 1% hits; recombinant rTrxR1, NADPH fluorescence consumption, selenite substrate; Potency, µM (titrated, usually from 114 µM), for inactives: at the top dose activity change, negative = inhibition, most hits filed as inhibitors; further: potency means the concentration at half of the fitted maximal effect; on the % scale 0 is the no-effect control and ±100 the full control effect; nearly all actives have a fitted effect of over 65% in size
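Rat TrxR1 (90 nM in the dispensed reagent) was pre-reduced with 400 uM NADPH for 5 min at room temperature, then incubated with compound for 15 min. After 400 uM selenite was added, NADPH fluorescence (Ex 340/Em 450 nm) was followed for 8 min.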
Glioma ERSR ind: ER stress response induction in glioma; U87-MG GRP78 promoter luciferase reporter, 16 h; Potency, µM, for the others: top-dose activation, most hits filed as activators; 420,000 compounds, 0.02% hits; further: potency means the concentration at half of the fitted maximal effect; series mostly up to about 76 µM; % of control where 0% means no effect; nearly all actives have a fitted effect of over 35% in size
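ERSR induction read as luciferase luminescence (Bright-Glo, 10 min at room temperature) in stably transfected human U87-MG glioma cells exposed to compounds for 16 h, using GRP78 as sensor.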
TrxR1 substrate: is turned over as a substrate by rat TrxR1 | 390,000 compounds, 0.01% hits | Potency, µM (doses to about 114 µM), inactives show at the highest dose activity change, negative = substrate turnover | O89049 | purified TrxR1 substrate turnover, NADPH consumption readout; further: potency means the concentration at half of the fitted maximal effect; on the % scale 0 is the no-effect control and ±100 the full control effect; nearly all actives have a fitted effect of over 50% in size
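Rat TrxR1, dispensed at 90 nM, was prereduced with 400 uM NADPH (final) for 5 min at ~22 deg C, then incubated with compound 15 min before 400 uM selenite. A first-read NADPH fluorescence drop versus no-compound background flagged substrates.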
IDH1 R132H inh: human IDH1 R132H inhibition; O75874; Potency, µM (titrated, usually from 76.6 µM), for inactives: at the highest dose activity change, negative = inhibition, hits mostly inhibitors; AID 602179; 390,000 compounds, 0.093% hits; IDH1-R132H enzyme, NADPH consumption, diaphorase/resazurin fluorescence; further: potency means the concentration at half of the fitted maximal effect; on the % scale 0 is the no-effect control and ±100 the full control effect; nearly all actives have a fitted effect of over 65% in size
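IDH1-R132H (0.5 ug/mL) preincubated 30 min with compound, then NADPH (0.016 mM) and alpha-KG (2 mM) added; 80 min at RT, pH 7.5. Remaining NADPH coupled via diaphorase/resazurin to fluorescence (540/590 nm); concentration-response curves normalized to no-enzyme control.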
RGS4 inhibitor: inhibitors of human regulator of G protein signaling 4 | P49798 | Transcreener GDP fluorescence polarization, RGS4-accelerated GTP hydrolysis | Potency, µM (titrated, usually from 114 µM), for inactives: at the top dose activity change, negative = inhibition, actives largely listed as inhibitors | 390,000 compounds, 0.039% hits; further: potency means the concentration at half of the fitted maximal effect; on the % scale 0 is the no-effect control and ±100 the full control effect; nearly all actives have a fitted effect of over 75% in size; some results filed as inactive show a strong effect at the top dose
Target sequence (P49798 whole entry, looked up): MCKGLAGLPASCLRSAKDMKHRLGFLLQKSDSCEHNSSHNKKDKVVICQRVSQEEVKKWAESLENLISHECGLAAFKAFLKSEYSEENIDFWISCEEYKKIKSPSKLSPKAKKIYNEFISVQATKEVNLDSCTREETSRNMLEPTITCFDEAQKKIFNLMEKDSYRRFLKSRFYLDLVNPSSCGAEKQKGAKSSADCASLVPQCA
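MLSMR compounds (23 nl, pin-transferred) preincubated 10 min at room temperature with a 500nM (2x) first reagent, then RGS4 at 900nM (2x) plus Transcreener GDP mix added; fluorescence polarization (620/688 nm) read before and after 90 min at 30 °C.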
Vif-A3F inh: Vif-A3F binding inhibition | HeLa A3F-eYFP + Vif (tagged APOBEC3F with the HIV-1 protein that degrades it), YFP fluorescence increase | Potency, µM (titrated, usually from 46.1 µM), without a hit: at the top dose activity, negative = active | 390,000 compounds, 0.2% hits; further: potency means the concentration at half of the fitted maximal effect; % of control where 0% means no effect; nearly all actives have a fitted effect of over 65% in size
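HeLa cells stably expressing Vif plus C-terminally eYFP-tagged A3F were seeded, incubated overnight at 37 deg C, dosed with compound, incubated overnight again at 37 deg C. Yellow fluorescence (Ex 488/Em 500-530) reported blocked Vif-mediated A3F-eYFP degradation.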
Vif-APOBEC3G blk: Vif-A3G binding inhibition | Potency, µM (highest dose often 46.1 µM), without a hit: top-dose activity, negative = active, actives largely listed as inhibitors | HeLa A3G-eYFP + Vif (tagged APOBEC3G with the HIV-1 protein that degrades it), YFP fluorescence, overnight | 410,000 compounds, 0.076% hits | Q9HC16;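 further: potency means the concentration at half of the fitted maximal effect; on the % scale 0 is the no-effect control and ±100 the full control effect; nearly all actives have a fitted effect of over 60% in size; hits raise eYFP signal because A3G escapes Vif-driven loss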
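HeLa cells stably expressing Vif and C-terminally eYFP-tagged A3G, seeded overnight at 37 deg C, then exposed to compound by pintool overnight at 37 deg C. Rise in yellow fluorescence (Ex 488/Em 500-530, Acumen) marks blocked Vif-driven A3G degradation.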
LDHA block: inhibitors of human lactate dehydrogenase A; P00338; activity change, % (values are at about 110 or 230 µM); purified LDHA, NADH/diaphorase-resazurin fluorescence; stronger effect = lower value; 480,000 compounds, 0.15% hits; in the data active means activity change below about -30%; inconclusive means mostly about -25% to -30%;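 further: plate controls were DMSO wells for no effect and wells without enzyme for full effect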
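Resorufin fluorescence (ex540/em590), read at 0 and 20 min after diaphorase/resazurin addition, reports the NADH left after a 5 min room-temperature reaction of 2 nM human LDH5 with 0.06 mM NADH and 0.2 mM pyruvate.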
* marks the source's active call; other numbers are inactive results; ? = inconclusive; / = no result given; [ ] = dose if it differs, or a comment. Unless noted, the call rests on the fitted dose curve; in most records, active means well fitted curve in the direction sought with a large enough effect; inconclusive means small, poorly fitted or top-dose-only effect, or another doubt; inactive means no such curve, though single readings can be large; an effect the other way counts as inactive or inconclusive. Not all compounds are listed. The share of hits here may be higher or lower than overall.

SMILES	USP1 inh	rTrxR1 inhibitor	Glioma ERSR ind	TrxR1 substrate	IDH1 R132H inh	RGS4 inhibitor	Vif-A3F inh	Vif-APOBEC3G blk	LDHA block
CCN(CC(=O)Nc1cc(Cl)ccc1C)C(=O)CC1CCCC1	-6%	7%	-3%	-1%	14%	22%	9%	0%	-9
CC1CCCN(S(=O)(=O)c2ccc(C(=O)Nc3nnc(-c4ccco4)o3)cc2)C1 (stereo not drawn)	-7%	-22%	-3%	-6%	3%	-12%	-16%	1%	-3
CCCC(C(=O)NC1CCCC1)N(CC1CCCO1)C(=O)CNS(=O)(=O)c1ccccc1 (stereo not drawn)	-9%	21%[57.1 µM]	5%	-8%	-3%	19%	-9%	1%	-8
N#C/C(=C/c1ccc(-c2ccc(S(N)(=O)=O)cc2)o1)c1nc2ccccc2s1	346%[activator]	89µM*	-3%	-8%	1%	-24%	?	?	-4
CCCCn1c(N)c(N(C(=O)CSc2nnnn2-c2ccccc2)C2CCCC2)c(=O)[nH]c1=O	-17%	27%	-3%	12%	3%	6%	-6%	2%	-4
COc1nc(N(CC(N)=O)S(=O)(=O)c2ccccc2)nc(C)c1Cl	-1%	2%	3%	3%	-5%	1%[11.4 µM]	-1%	-8%	-6
O=C(NCC1CCCO1)c1cccc(NC(=O)c2cccs2)c1 (stereo not drawn)	-14%	11%[57.1 µM]	-4%	6%[57.1 µM]	-1%	0%	4%	-5%	-5
CCOc1ncccc1C(=O)N(CC)CC(=O)NCc1ccc(Cl)cc1	-14%	24%[57.1 µM]	-7%	9%[57.1 µM]	-2%	19%	11%	0%	-6
C[C@@H]1CN([C@@H](C)CO)S(=O)(=O)c2ccc(C#CC3CCCCC3)cc2O[C@@H]1CN(C)Cc1cccnc1	-24%	/	-8%	/	?	/	-2%	-8%	6
Cc1nn(C)cc1/C=N\NC(=O)Cc1ccc([N+](=O)[O-])cc1	-17%	6%	-4%	-4%	1%	?	1%	1%	-9
O=C1CCCC(O)=C1N=Nc1ccc(S(=O)(=O)N2CCOCC2)cc1	-22%	-18%	3%	-14%	6%	-9%	2%	-8%	3
Cc1cccc(Cn2c(=O)n(CCCCC(=O)NCc3ccc4c(c3)OCO4)c(=O)c3ccccc32)c1	-25%	19%	-3%	2%	0%	-4%	-4%	-7%	-2
COc1ccc(Cc2cc(-c3ccc(F)cc3)n[nH]c2=O)cc1	-9%	10%	8%	-2%	5%	12%	5%	2%	-3
COc1ccc(S(=O)(=O)Nc2nc(C(F)(F)F)cs2)cc1	-4%	-12%	-2%	-15%	2%	0%	-2%	0%	0
Cn1c(CN2CCCCC2)nc2cc(NC(=O)c3ccc(F)cc3)ccc21	-5%	-6%[57.1 µM]	1%	3%[57.1 µM]	1%	-11%	-3%	1%	7
C=CCN1C(=O)/C(=C\c2ccco2)C(C(=O)OC)=C1C	-14%	?	-6%	-14%	8%	-24%	1%	2%	-2
Cn1c(SCCOc2ccccc2F)nc2ccccc2c1=O	-19%	-3%	2%	-10%	-2%	2%	-5%	-7%	-1
CNS(=O)(=O)c1cc(NC(=O)CCCNC(=O)c2ccc(Cl)cc2)ccc1C	-14%	31%	-5%	3%	-4%	-2%	-1%	1%	3
COc1ccc(-n2c(=O)c3c4c(sc3n3c(=S)[nH]nc23)CCC4)cc1	-2%	?	-2%	2%[57.1 µM]	15%	?	10%	-4%	3
CCOc1ccc(NC(=O)Cn2c(=O)n(Cc3ccc(C(=O)NCc4ccc5c(c4)OCO5)cc3)c(=O)c3ccccc32)cc1	-27%	16%	-3%	0%	-4%	-21%	-1%	2%	-4
O=S(=O)(Nc1ccc(-c2cn3c(n2)SCC3)cc1)c1cc(F)ccc1F	-11%	/	0%	/	0%	/	-8%	0%	4
Cc1nnc(SCC(=O)Nc2cc(S(=O)(=O)N3CCOCC3)ccc2C)s1	-18%	17%[57.1 µM]	-1%	16%[57.1 µM]	-2%	0%	3%	1%	-4
FC(F)(F)c1cnc(NNC(=S)Nc2cccnc2)c(Cl)c1	-12%	11%[57.1 µM]	-7%	5%[57.1 µM]	16%	-19%	-24%	0%	3
CC(NC(=O)CCn1ccc2cc(S(=O)(=O)N3CCCC3)ccc21)c1ccccc1 (stereo not drawn)	-14%	-5%	-3%	-9%	-8%	-22%[56.9 µM]	2%	-1%	-1
CCN(CC)S(=O)(=O)c1cccc(-c2n[nH]c(=S)n2/N=C/c2ccc(OC(F)F)cc2)c1	-4%	-43%	-3%	1%[57.1 µM]	-14%	-45%	-2%	0%	-2

Going on with the list.
SMILES	USP1 inh	rTrxR1 inhibitor	Glioma ERSR ind	TrxR1 substrate	IDH1 R132H inh	RGS4 inhibitor	Vif-A3F inh	Vif-APOBEC3G blk	LDHA block
Cc1nnsc1C(=O)Nc1ccc(S(=O)(=O)N2CCC(C)CC2)cc1	-19%	-7%	-4%	-8%	8%	12%	2%	-2%	-6
CC(CCc1ccccc1)NC(=O)C(=O)c1c[nH]c2ccccc12 (stereo not drawn)	-15%	37%[activator]	7%	-1%	3%	30%	-11%	5%	-4
Cc1cccc(OCCSc2nc3ccccc3n2CC(=O)O)c1	-12%	17%	-6%	-7%	9%	-11%	-1%	2%	-3
Cc1cccc(CSCc2ccc(C(=O)NCCc3ccccc3)o2)c1	-34%	11%[57.1 µM]	1%	0%[57.1 µM]	-5%	3%	9%	-3%	-3
CN(C(=O)CSc1nnc(-c2ccncc2)n1-c1ccccc1)C1CCS(=O)(=O)C1 (stereo not drawn)	-10%	-4%	1%	-2%	0%	23%[11.4 µM]	-8%	1%	-4
CCCCC(C(=O)N/N=C/c1ccccn1)C(=O)N/N=C/c1ccccn1	-10%	-5%[57.1 µM]	-3%	-13%[57.1 µM]	-2%	-3%	0%	1%	0
COc1ccc(/C=C/C(=O)NCCN2CCOCC2)cc1OC	-9%	4%	-2%	10%	8%	-90%[56.9 µM]	5%	2%	0
Cc1ccc(-c2nnc(-c3ccccc3)c(N3CCOCC3)n2)cc1	-14%	6%	-1%	-1%	6%	-15%	-1%	-9%	-1
CCOC(=O)C(Nc1ccc2ccccc2c1)C(=O)OCC	?	-10%	4%	-3%	16%	?	1%	-23%	29
Cc1oc(-c2ccccc2F)nc1CS(=O)(=O)CC(=O)N1CCN(c2ccc(Cl)cc2)CC1	-8%	1%	-4%	-4%	2%	7%	5%	3%	-5
CCOC(=O)/C(=C\Nc1ccc(OC(F)(F)F)cc1)Sc1ncc(C(F)(F)F)cc1Cl	-11%	15%[57.1 µM]	-1%	2%[57.1 µM]	-4%	-7%	5%	-1%	0
COCC(C)n1c(C)cc(C(=O)Cn2c(=O)oc3ccccc32)c1C (stereo not drawn)	-9%	-2%	2%	-2%	1%	-23%	-27%	-3%	1
COc1ccc(Br)cc1S(=O)(=O)Nc1ncn[nH]1	-26%	-20%	1%	-12%	-5%	11%	1%	-1%	-2
O=C(c1ccccc1)c1ccc(C(=O)O)c(C(=O)O)c1	-2%	-9%	2%	-10%	0%	24%	1%	4%	-12
NS(=O)(=O)c1cccnc1Nc1ccc(Cl)c(Cl)c1	-8%	4%[57.1 µM]	3%	6%[57.1 µM]	2%	14%	-5%	-12%	0
CS(=O)(=O)N1CCC(C(=O)c2cccc(Cl)c2)CC1	4%	22%	-3%	5%	18%	28%	-3%	0%	-15
COC(=O)Cc1c(C)c2ccc(OCC(=O)N3CCCC3)c(C)c2oc1=O	-15%	-21%	0%	222%[activator]	8%	-8%	3%	1%	1
COc1ccc(CCC(=O)NCC2CCCCC2)cc1OC	-19%	-13%	4%	-12%	5%	2%	3%	0%	-4
COC(=O)c1c(NC(=O)C(=O)N2CCCCC2)sc2c1CC(C)(C)OC2	-21%	10%	0%	-2%	2%	-26%	0%	2%	1
NC(=O)C1(N2CCCCC2)CCN(C2CC(=O)NC2=O)CC1 (stereo not drawn)	-13%	0%	-2%	4%	3%	-1%	1%	-4%	-5
CCCCN(C(=O)CNC(=O)c1cccs1)C(C(=O)NC1CCCC1)c1ccncc1 (stereo not drawn)	-19%	8%[57.1 µM]	-3%	3%[57.1 µM]	0%	0%	1%	2%	-5
C=CCNC(=S)Nc1ccc(N(C)C)cc1	-20%	-4%	2%	6%	0%	-41%	-6%	-5%	22
COC(=O)c1ccc(-n2nnnc2SCc2ccccc2OC)cc1	-14%	10%	-4%	-1%	5%	8%[11.4 µM]	1%	5%	-7
Cc1ccc(NC(=S)N(CCN2CCCCC2)Cc2ccco2)cc1	-7%	8%[57.1 µM]	1%	8%[57.1 µM]	11%	2%	3%	0%	-6
COc1cc(NC(=O)C/C(C)=N/NC(=O)Cc2ccccc2)c(OC)cc1Cl	4%	-10%	2%	-7%	7%	-5%	-8%	-6%	3

With a hit mark in rTrxR1 inhibitor, of those listed so far:
Structure,USP1 inh,rTrxR1 inhibitor,Glioma ERSR ind,TrxR1 substrate,RGS4 inhibitor,LDHA block
N#C/C(=C/c1ccc(-c2ccc(S(N)(=O)=O)cc2)o1)c1nc2ccccc2s1,346%[activator],89µM*,-3%,-8%,-24%,-4
